DDE Tn6 FP inh = inhibitors of Tn6 peptide binding to fibrin DD(E), primary screen, biochemical, fluorescence polarization, human fibrin, Tn6 probe; Fibrinogen beta chain (Homo sapiens), P02675; Fibrin DD(E) TRITC-Tn6 fluorescence polarization displacement; inhibition, % at 8.3 µM; 370,000 tested, 0.21% active; AID 720509, 2013;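 active means inhibition above a per-campaign cutoff: mean of compounds within control limits plus 3 SD, cut at about 15% in these data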;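 further: 0% = median of all compound wells on the plate and 100% = blocking peptide control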
KLK7 zymogen act = proKLK7 zymogen activators, primary screen, biochemical, fluorescence intensity | Kallikrein-7 (Homo sapiens), P49862 | purified proKLK7, EDANS-DABCYL substrate fluorescence; 100% is mature enzyme control, 0% vehicle | 370,000 tested, 0.9% active | activation, % at 7 µM;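 active means activation above the mean of all tested compounds plus 3 SD, computed per campaign excluding outliers beyond control limits, cut at about 13% in these data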
TDP2 inh = human TDP2 enzyme inhibitors, primary screen, biochemical, epi absorbance, recombinant enzyme; inhibition, % at 12.8 µM; 370,000 tested, 0.34% active; T5PNP hydrolysis, p-nitrophenol absorbance 415 nm;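 active means inhibition above the mean of all tested compounds plus 3 SD, set per campaign, cut at about 25% in these data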;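 further: 0% = DMSO with enzyme and 100% = buffer with substrate but no TDP2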
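test system = human TDP2 enzyme | input = TDP2 enzyme at 120 nM final | medium = 50 mM Tris-HCl pH 7.5 with Mg2+, KCl, DTT, BSA | also added = T5PNP substrate, 5 mM | times = 2 h at 37 °C | technique = epi absorbance | benchmarks = high control without enzyme, low control DMSO plus TDP2 | replication = each compound tested once, singlicate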
ASAP1 GAP inh = inhibitors of human ASAP1 ArfGAP activity, primary screen, biochemical, fluorescence polarization. Arf-GAP with SH3 domain, ANK repeat and PH domain-containing protein 1 (Homo sapiens), …. ASAP1-stimulated ARF1 GTP hydrolysis, GDP FP detection. inhibition, % at 16.5 µM. 360,000 tested, 0.19% active. AID 624377, 2012; in the data active means inhibition above about 25%;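 further: 0% = vehicle with enzyme and substrate and 100% = no enzyme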
Target sequence (Q9ULH1 325-724 limits assumed): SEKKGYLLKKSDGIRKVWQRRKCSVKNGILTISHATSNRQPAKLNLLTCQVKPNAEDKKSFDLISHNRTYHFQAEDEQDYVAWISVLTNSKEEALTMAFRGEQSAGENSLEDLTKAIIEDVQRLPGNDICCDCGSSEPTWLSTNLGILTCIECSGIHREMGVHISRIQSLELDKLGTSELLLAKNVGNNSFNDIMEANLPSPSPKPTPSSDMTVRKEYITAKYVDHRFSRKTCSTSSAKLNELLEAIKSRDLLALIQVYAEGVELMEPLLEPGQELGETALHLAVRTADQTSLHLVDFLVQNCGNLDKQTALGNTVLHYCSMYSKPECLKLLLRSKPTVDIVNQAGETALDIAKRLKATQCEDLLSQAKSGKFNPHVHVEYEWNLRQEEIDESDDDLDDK
ARFGAP1 inh = inhibitors of rat ARFGAP1 GAP activity, primary screen, biochemical, fluorescence polarization, GDP tracer | 360,000 tested, 0.26% active | ADP-ribosylation factor GTPase-activating protein 1 (Rattus norvegicus), Q62848 | inhibition, % at 16.5 µM | Arfgap1-stimulated ARF1 GTP hydrolysis, GDP FP detection | AID 651572, 2012;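 active means inhibition above a per-plate limit, mean inhibition of low control wells plus 3 SD, cut at about 25% in these data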;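 further: 0% = DMSO wells with enzyme and 100% = wells lacking Arfgap1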
Target sequence (Q62848 1-136 limits assumed): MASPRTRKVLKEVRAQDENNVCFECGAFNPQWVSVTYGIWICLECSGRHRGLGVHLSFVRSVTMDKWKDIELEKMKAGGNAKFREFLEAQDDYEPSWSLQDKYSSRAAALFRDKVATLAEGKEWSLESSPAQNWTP
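Material: rat Arfgap1 catalytic domain, aa 1-136; also added: human ARF1(Δ1-17)-GTP substrate; compound dosing: one concentration, 16.5 µM, DMSO 1.26%; incubation: GTP hydrolysis reaction 2 h at 25 °C; measured by: Tracer-displacement fluorescence polarization with EDTA stop, 620/688 nm; evaluation: % inhibition from polarization; repeats: one replicate per compound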
ADAM10 inh = human ADAM10 inhibitors, primary screen, biochemical, QFRET, HTS. recombinant ADAM10, EDANS/DABCYL FRET peptide cleavage, 3 h. 370,000 tested, 0.62% active. AID 720582, 2013. inhibition, % at 7 µM;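 active means inhibition above a per-campaign cutoff equal to the mean of compounds falling between control-based bounds plus 3 SD, cut at about 20% in these data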;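 further: 0% = DMSO wells while the 100% control is not disclosed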
Target sequence (O14672 214-748 limits assumed): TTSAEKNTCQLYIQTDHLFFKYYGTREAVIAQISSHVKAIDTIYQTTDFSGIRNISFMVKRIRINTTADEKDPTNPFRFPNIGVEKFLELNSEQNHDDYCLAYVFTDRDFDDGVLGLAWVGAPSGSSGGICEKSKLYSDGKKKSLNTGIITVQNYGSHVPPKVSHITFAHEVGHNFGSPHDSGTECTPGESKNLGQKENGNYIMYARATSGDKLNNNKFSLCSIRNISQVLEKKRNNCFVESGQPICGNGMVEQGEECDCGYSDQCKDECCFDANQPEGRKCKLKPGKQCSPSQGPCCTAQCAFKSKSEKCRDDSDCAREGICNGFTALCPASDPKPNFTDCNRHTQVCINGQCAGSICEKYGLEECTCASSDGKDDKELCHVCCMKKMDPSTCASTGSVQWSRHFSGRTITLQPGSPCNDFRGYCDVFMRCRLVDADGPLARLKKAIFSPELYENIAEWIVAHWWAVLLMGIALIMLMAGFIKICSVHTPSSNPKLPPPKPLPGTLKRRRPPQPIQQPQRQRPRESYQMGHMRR
LEDGF integ inh = blockers of LEDGF/p75-dependent integrase strand transfer – biochemical, TR-FRET, high throughput, primary screen; HIV-1 integrase (with human LEDGF/p75); 370,000 tested, 0.64% active; TR-FRET IN-LEDGF/p75 DNA integration, Eu/Cy5; inhibition, % at 3.7 µM;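 active means inhibition above the screen-wide mean plus 3 SD, cut at about 13% in these data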;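 further: signal is the Cy5 over europium emission ratio at 671 and 618 nm; 0% = plate median of compound wells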
ADAM17 inh = ADAM17 inhibitors, primary screen, biochemical, QFRET. Disintegrin and metalloproteinase domain-containing protein 17 (Homo sapiens), P78536. recombinant ADAM17, EDANS/DABCYL FRET peptide cleavage. inhibition, % at 6.95 µM. 370,000 tested, 0.83% active. AID 720648, 2013;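 active means inhibition above the mean of compounds lying between control limits plus 3 SD, set per campaign, cut at about 8.5% in these data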;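 further: 0% = DMSO-only wells as the low control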
PLCg1 inh = PLC-gamma1 enzyme inhibitors, primary screen, biochemical, fluorescence, purified enzyme; fluorogenic substrate; inhibition, % at 12.2 µM; 370,000 tested, 0.84% active; AID 720700, 2013; in the data active means inhibition above about 9.5%
DDE Tn7 FP inh = inhibitors of Tn7 peptide binding to fibrin DD(E), primary screen, biochemical, fluorescence polarization, human fibrin, Tn7 probe; inhibition, % at 8.3 µM; FP displacement of FITC-Tn7 peptide from fibrin DD(E); 0% = median of compound wells per plate; 370,000 tested, 0.13% active;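 active means inhibition above the mean of compounds falling within the control limits plus 3 SD of them, cut at about 14% in these data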;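 further: 0% = plate median of compound wells and 100% = 10 µM Aha-Tn7 peptide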
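Assay system: Fibrin-DD(E) protein isolated from polymerized human fibrin clots; read-out basis: percent inhibition; medium: Tris/NaCl/CaCl2 buffer, pH 7.8; signal: FP measurement; incubation: 10 min plus 3 h, room temperature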
* = called active by the depositor.

For COC(=O)[C@@]12C[C@@H](CC(=O)N3CCCCC3)C(=O)N(Cc3ccco3)C1=CCC(C)(C)C2 the results were DDE Tn6 FP inh 8, KLK7 zymogen act 0.8, TDP2 inh 6, ASAP1 GAP inh -4, ARFGAP1 inh 6, ADAM10 inh 1, LEDGF integ inh 1, ADAM17 inh -1, PLCg1 inh 2 and DDE Tn7 FP inh 10.
`COc1ccc(N(CC(=O)Nc2ccc(F)cc2)S(=O)(=O)c2ccccc2[N+](=O)[O-])c(OC)c1` gave DDE Tn6 FP inh -4, KLK7 zymogen act 0.8, TDP2 inh -11, ASAP1 GAP inh 11, ARFGAP1 inh -5, ADAM10 inh 25*, LEDGF integ inh 0, ADAM17 inh 11*, PLCg1 inh 9 and DDE Tn7 FP inh 6.
For c1cnn2c(-c3ccc4c(c3)CCO4)cnc2c1 the results were DDE Tn6 FP inh 0, KLK7 zymogen act 4.4, TDP2 inh -2, ASAP1 GAP inh -15, ARFGAP1 inh -5, ADAM10 inh -31, LEDGF integ inh -1, ADAM17 inh -12, PLCg1 inh -316 and DDE Tn7 FP inh 1.
For Cc1cccc(C)c1NC(=O)COc1ccc2c(C)c(Cc3ccccc3)c(=O)oc2c1C the results were DDE Tn6 FP inh 0, KLK7 zymogen act -0.7, TDP2 inh 6, ASAP1 GAP inh 10, ARFGAP1 inh -1, ADAM10 inh 1, LEDGF integ inh -2, ADAM17 inh -5, PLCg1 inh -2 and DDE Tn7 FP inh -5.
O=C(CCC(=O)Nc1ccc(F)cc1)N/N=C/c1ccc(Br)cc1 was read as DDE Tn6 FP inh 5, KLK7 zymogen act 0.3, TDP2 inh -7, ASAP1 GAP inh 5, ARFGAP1 inh 0, ADAM10 inh -6, LEDGF integ inh -2, ADAM17 inh 0, PLCg1 inh -5 and DDE Tn7 FP inh 1.
Screening COc1ccc(-n2nc(C(=O)NCC(=O)NC3CCCCCC3)c3ccccc3c2=O)cc1OC returned DDE Tn6 FP inh 4, KLK7 zymogen act 0.3, TDP2 inh 15, ASAP1 GAP inh 15, ARFGAP1 inh -3, ADAM10 inh -3, LEDGF integ inh -2, ADAM17 inh -3, PLCg1 inh -4 and DDE Tn7 FP inh -9.
Screening Oc1ccc(NCc2cccs2)cc1 returned DDE Tn6 FP inh 4, KLK7 zymogen act 0.6, TDP2 inh 18, ASAP1 GAP inh 0, ARFGAP1 inh 8, ADAM10 inh -31, LEDGF integ inh 13, ADAM17 inh -11, PLCg1 inh -72 and DDE Tn7 FP inh -1.
Screening Cc1cnc(C(=O)OCC(=O)NC(=O)NC(C)C)cn1 returned DDE Tn6 FP inh 1, KLK7 zymogen act 0.7, TDP2 inh 6, ASAP1 GAP inh 12, ARFGAP1 inh -6, ADAM10 inh 4, LEDGF integ inh 0, ADAM17 inh 1, PLCg1 inh 4 and DDE Tn7 FP inh 1.
`N#C/C(=C\c1ccc(F)cc1)C(=O)Nc1ccccn1` gave DDE Tn6 FP inh -3, KLK7 zymogen act -0.2, TDP2 inh 3, ASAP1 GAP inh -10, ARFGAP1 inh 1, ADAM10 inh -122, LEDGF integ inh -2, ADAM17 inh -52, PLCg1 inh -68 and DDE Tn7 FP inh 5.
For CCOC(=O)C(=CNc1ncccc1C)C(=O)OCC the results were DDE Tn6 FP inh -3, KLK7 zymogen act 2.7, TDP2 inh 4, ASAP1 GAP inh -4, ARFGAP1 inh 6, ADAM10 inh -11, LEDGF integ inh 0, ADAM17 inh -5, PLCg1 inh -1 and DDE Tn7 FP inh -9.
Screening O=C(CNC(=O)c1ccc(Cl)cc1Cl)OCC(=O)N1CCN(c2ccccc2)CC1 returned DDE Tn6 FP inh -6, KLK7 zymogen act -0.2, TDP2 inh 1, ASAP1 GAP inh -1, ARFGAP1 inh 7, ADAM10 inh -1, LEDGF integ inh -6, ADAM17 inh -3, PLCg1 inh 0 and DDE Tn7 FP inh 2.
O=C(CN1C(=O)C(=O)N(C2CCCC2)C1=O)Nc1ccc([N+](=O)[O-])cc1 was read as DDE Tn6 FP inh 10, KLK7 zymogen act -0.4, TDP2 inh 6, ASAP1 GAP inh 7, ARFGAP1 inh 9, ADAM10 inh 0, LEDGF integ inh 2, ADAM17 inh 0, PLCg1 inh -1 and DDE Tn7 FP inh -7.
`CCCCNC(=O)C1CCCN1C(=O)NCc1ccccc1OC` (configuration not stated) gave DDE Tn6 FP inh 2, KLK7 zymogen act 0.0, TDP2 inh 2, ADAM10 inh -2, LEDGF integ inh -4, ADAM17 inh 2, PLCg1 inh -1 and DDE Tn7 FP inh 6.
Screening C/C(=N\Nc1ccc([N+](=O)[O-])cc1)c1ccc(N)cc1 returned DDE Tn6 FP inh 0, KLK7 zymogen act 0.0, TDP2 inh -8, ASAP1 GAP inh -3, ARFGAP1 inh 4, ADAM10 inh -2, LEDGF integ inh 0, ADAM17 inh 3, PLCg1 inh -21 and DDE Tn7 FP inh -5.
COc1ccc(C2NC(=S)N(c3ccccc3)C(C)=C2C(=O)Nc2ccccc2)cc1 (configuration not stated) was read as DDE Tn6 FP inh -17, KLK7 zymogen act -0.5, TDP2 inh 9, ASAP1 GAP inh 4, ARFGAP1 inh 1, ADAM10 inh 4, LEDGF integ inh 2, ADAM17 inh 5, PLCg1 inh 1 and DDE Tn7 FP inh -36.
Screening CN(C)N1C(N)=C(C#N)C(c2ccc(Br)cc2)C2=C1CCCC2=O (configuration not stated) returned DDE Tn6 FP inh 3, KLK7 zymogen act 0.4, TDP2 inh -6, ASAP1 GAP inh 2, ARFGAP1 inh 7, ADAM10 inh -7, LEDGF integ inh 4, ADAM17 inh -1, PLCg1 inh -22 and DDE Tn7 FP inh 0.
COCc1cc(C)nc(N/N=C/c2ccc(-c3ccc(Cl)cc3[N+](=O)[O-])o2)c1C#N was read as DDE Tn6 FP inh 0, KLK7 zymogen act 0.1, TDP2 inh -1, ASAP1 GAP inh -2, ARFGAP1 inh 1, ADAM10 inh 9, LEDGF integ inh 1, ADAM17 inh 0, PLCg1 inh 0 and DDE Tn7 FP inh 3.
Cc1ccc(NC(=O)CCC(=O)NNC(=O)CCc2ccccc2)c(C)c1 was read as DDE Tn6 FP inh 0, KLK7 zymogen act -0.3, TDP2 inh 4, ASAP1 GAP inh 4, ARFGAP1 inh -1, ADAM10 inh 2, LEDGF integ inh 0, ADAM17 inh -2, PLCg1 inh -2 and DDE Tn7 FP inh -3.
`S=c1[nH]c2cc3c(cc2[nH]1)OCCO3` gave DDE Tn6 FP inh -8, KLK7 zymogen act -0.4, TDP2 inh -11, ASAP1 GAP inh 0, ARFGAP1 inh 12, ADAM10 inh -13, LEDGF integ inh -7, ADAM17 inh -6, PLCg1 inh -1 and DDE Tn7 FP inh -3.
`O=C(CCC1CCN(C(=O)Cc2c(F)cccc2F)CC1)NC1CC1` gave DDE Tn6 FP inh 3, KLK7 zymogen act -0.3, TDP2 inh -14, ASAP1 GAP inh 1, ARFGAP1 inh 0, ADAM10 inh -5, LEDGF integ inh 0, ADAM17 inh 0, PLCg1 inh 1 and DDE Tn7 FP inh -6.
COC(=O)c1ccccc1NC(=O)CSc1nnc(-c2cccnc2)o1 was read as DDE Tn6 FP inh 1, KLK7 zymogen act -0.4, TDP2 inh 2, ASAP1 GAP inh -5, ARFGAP1 inh 8, ADAM10 inh 3, LEDGF integ inh -4, ADAM17 inh -4, PLCg1 inh -1 and DDE Tn7 FP inh -1.
For Nc1nc(-c2ccco2)nn1C(=O)c1ccccc1 the results were DDE Tn6 FP inh 0, KLK7 zymogen act -0.1, TDP2 inh 3, ASAP1 GAP inh -15, ARFGAP1 inh 1, ADAM10 inh -16, LEDGF integ inh 2, ADAM17 inh -5, PLCg1 inh -1 and DDE Tn7 FP inh 4.
`CC(C)c1ccc(C2c3[nH]c4ccccc4c3C[C@H]3C(=O)N(c4ccccc4C(=O)N4CCC(C(=O)O)CC4)C(=O)N23)cc1` (some centres not stated) gave DDE Tn6 FP inh 2, KLK7 zymogen act 1.6, TDP2 inh -7, ASAP1 GAP inh 4, ARFGAP1 inh -3, ADAM10 inh -4, LEDGF integ inh 3, ADAM17 inh 0, PLCg1 inh -5 and DDE Tn7 FP inh -9.
For N#Cc1ccc(C(=O)NC(=S)N2CCN(C=O)CC2)cc1 the results were DDE Tn6 FP inh -2, KLK7 zymogen act 0.5, TDP2 inh -3, ASAP1 GAP inh -4, ARFGAP1 inh 5, ADAM10 inh -6, LEDGF integ inh 5, ADAM17 inh -2, PLCg1 inh 2 and DDE Tn7 FP inh 3.
For COCC(C)NC(=O)c1ccc(Cl)c(Cl)c1 (configuration not stated) the results were DDE Tn6 FP inh 8, KLK7 zymogen act 0.0, TDP2 inh -3, ASAP1 GAP inh 0, ARFGAP1 inh 1, ADAM10 inh -8, LEDGF integ inh -2, ADAM17 inh -5, PLCg1 inh -2 and DDE Tn7 FP inh 0.

2 consecutive records out of the list so far:
COC(=O)c1ccccc1NC(=O)CSc1nnc(-c2cccnc2)o1 was read as DDE Tn6 FP inh 1, KLK7 zymogen act -0.4, TDP2 inh 2, ASAP1 GAP inh -5, ARFGAP1 inh 8, ADAM10 inh 3, LEDGF integ inh -4, ADAM17 inh -4, PLCg1 inh -1 and DDE Tn7 FP inh -1.
For Nc1nc(-c2ccco2)nn1C(=O)c1ccccc1 the results were DDE Tn6 FP inh 0, KLK7 zymogen act -0.1, TDP2 inh 3, ASAP1 GAP inh -15, ARFGAP1 inh 1, ADAM10 inh -16, LEDGF integ inh 2, ADAM17 inh -5, PLCg1 inh -1 and DDE Tn7 FP inh 4.
